GSK3 alpha inh = human GSK-3 alpha kinase inhibition | ADP-Glo luminescence, 60 min | P49840 | inhibition, % at 10 µM | 0.1% of 320,000 active;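 in the data active = inhibition above about 50%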;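 note: GST-tagged GSK-3 alpha with peptide substrate and 25 µM ATP; 0% = DMSO neutral wells and 100% = GW8510 positive control wells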
Target sequence (P49840 whole entry, looked up): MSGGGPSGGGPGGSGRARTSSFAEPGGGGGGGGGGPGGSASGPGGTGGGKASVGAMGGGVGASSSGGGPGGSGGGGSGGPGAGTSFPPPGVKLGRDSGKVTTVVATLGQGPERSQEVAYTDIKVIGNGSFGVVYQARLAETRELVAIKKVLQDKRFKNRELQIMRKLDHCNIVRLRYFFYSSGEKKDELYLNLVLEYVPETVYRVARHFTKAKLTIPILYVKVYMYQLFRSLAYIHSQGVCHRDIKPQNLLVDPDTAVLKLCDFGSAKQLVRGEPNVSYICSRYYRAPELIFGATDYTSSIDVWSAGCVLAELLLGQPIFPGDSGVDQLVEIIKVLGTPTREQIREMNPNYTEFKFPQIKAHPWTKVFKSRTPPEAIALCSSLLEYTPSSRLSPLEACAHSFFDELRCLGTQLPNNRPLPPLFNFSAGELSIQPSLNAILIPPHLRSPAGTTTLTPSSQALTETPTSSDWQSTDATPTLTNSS
AI-2 QS mod = Vibrio harveyi AI-2 quorum sensing modulation. AID 2094. Vibrio harveyi JMH597 AI-2 luminescence/OD600 ratio, 9 h; hits give low values; strain lacks LuxN and CqsS sensors; 0 = neutral-control median. 0.4% of 300,000 active. activity change, % at 7.5 µM; in the data active = activity change below about -75%, passing the limit was not always enough;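 note: luminescence divided by OD600 gain over 9 h not by final OD600 alone; inactives centre near 13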
HDAC3 inh = blocks human histone deacetylase 3; O15379; recombinant HDAC3, fluorogenic peptide/trypsin coupled, fluorescence; inhibition, % at 8.3 µM; 0.15% of 320,000 active; in the data active = inhibition above about 26%, passing the limit was not always enough
HSF1 inh = HSF1 inhibition; NIH3T3-HGL HSE-luciferase, MG132-induced, luminescence 8 h; hits give low values; activity change, negative = inhibition, % at 7.5 µM (by protocol); 0.77% of 300,000 active; AID 2098;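 active = more than half of replicate wells show activity change below -50%, luminescence cut by over half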;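 note: luciferase reports HSF-1 transcriptional activity via heat shock element; 0% = median of DMSO wells and -100% = zero luminescence signal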
HSF-1 act = increases HSF-1 driven luciferase reporter signal; NIH3T3-HGL HSF-1 luciferase reporter, MG132, 8 h; 100% = twice DMSO control signal; activation, % at 9 µM; 1.7% of 300,000 active; AID 504408;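 active = mean replicate activation of at least 50% with a set share of replicates each reaching 50%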;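 note: 0% = median of the neutral control wells and 100% = twice that signal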
Platelet DG rel = platelet dense granule release activity; inhibition, %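 (compounds screened at 7.5 µM in platelet-rich plasma)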; human platelet-rich plasma, SFLLRN dense granule ATP release, luminescence; 0.22% of 300,000 active;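 active = mean replicate score, as percent of positive control, at or above 50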
HSP90 inh = inhibitors of HSP90 luciferase refolding in rabbit reticulocyte lysate | 0.91% of 290,000 active | AID 1789 | luciferase refolding luminescence, 3 h | inhibition, % at 5.6 µM;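 active = inhibition above the screen-wide mean plus 3 SD, computed separately per campaign, cut at about 16% in these data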;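 note: 0% = DMSO wells and 100% = 60 µM geldanamycin wells; inhibitors lower the luminescence because luciferase stays unfolded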
DYRK1A inh = inhibitors of rat Dyrk1A kinase. AID 504441. ADP-Glo luminescence, NFATc1 peptide. 0.43% of 310,000 active. Q63470. inhibition, % at 12.5 µM; in the data active = inhibition above about 50%;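 note: plate controls were vehicle with enzyme for no effect and no enzyme for full effect; many of its hits are not listed in these tables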
PolyA inh = inhibitors of polyadenylation in S. cerevisiae; S. cerevisiae SKY197-pL101 polyadenylation reporter, beta-gal luminescence; efflux-impaired pdr1/pdr3 knockout yeast; score 100 = 6 SD above DMSO; calls only at 12 µM; 0.02% of 300,000 active; AID 1875;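 active = lowest replicate activity score at least 50, where 100 means six control SD above control mean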;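 note: yeast exposed to compound for 9 h at 30 °C; higher score means more reporter readthrough which indicates perturbed polyadenylation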
GSK3beta inhib = blocks human GSK3beta kinase activity; activity score (negative = inhibition), % at 10 µM; 0.038% of 300,000 active; GST-GSK3beta kinase, ADP-Glo luminescence, 60 min; hits give low values; AID 2097;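 active = more than half of replicate wells score below -50%, meaning over 50% inhibition versus plate controls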;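 note: 0% = median DMSO wells and -100% = median GW8510 positive control wells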
Target sequence (P49841 whole entry, looked up): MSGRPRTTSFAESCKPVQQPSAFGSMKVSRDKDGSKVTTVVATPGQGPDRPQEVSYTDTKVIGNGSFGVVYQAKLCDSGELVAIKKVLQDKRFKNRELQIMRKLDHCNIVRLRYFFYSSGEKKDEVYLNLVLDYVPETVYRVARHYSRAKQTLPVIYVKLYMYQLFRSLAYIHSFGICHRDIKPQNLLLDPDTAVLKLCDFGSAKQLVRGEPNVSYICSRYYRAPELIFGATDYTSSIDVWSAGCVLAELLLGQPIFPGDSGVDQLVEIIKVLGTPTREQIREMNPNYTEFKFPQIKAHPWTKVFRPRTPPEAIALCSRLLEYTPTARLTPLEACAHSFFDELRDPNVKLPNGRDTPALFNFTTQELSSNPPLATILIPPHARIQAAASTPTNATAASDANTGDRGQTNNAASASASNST
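Assay system: GST-fused GSK3beta enzyme, cell-free / Medium: Tris pH 7.5 buffer with MgCl2, DTT, BSA, heparin / Also added: peptide substrate plus 25 µM ATP (final) / Compound: 10 µM single point / Timing: kinase reaction with compound 60 min at room temperature / Detection: ADP-Glo luminescence / Benchmarks: DMSO neutral wells and GW8510 at 20 µM as positive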
* hit, by the source's call; i = inactive; / = no result given. Only part of the results is shown. The share of hits here may be higher or lower than overall.

compound | GSK3 alpha inh | AI-2 QS mod | HDAC3 inh | HSF1 inh | HSF-1 act | Platelet DG rel | HSP90 inh | DYRK1A inh | PolyA inh | GSK3beta inhib
COC(=O)/C(C#N)=C/c1ccc(N2CCOCC2)c([N+](=O)[O-])c1 | -3 | 29 | 4 | -8 | 6 | 22 | 1 | / | i | 2
Cc1ccc(NC2CCCN(C(=O)CCc3cn[nH]c3)C2)cc1C (centres undefined) | 2 | 17 | -5 | -7 | -1 | -2 | -4 | 11 | i | 3
CCn1c(CO)nc2c1c(=O)[nH]c(=O)n2Cc1ccccc1 | -2 | -3 | -2 | 5 | 7 | 2 | 1 | -1 | i | -1
CCCCC(O)(CCN1CCOCC1)c1ccc(Cl)cc1 (centres undefined) | -5 | 4 | 3 | -1 | 12 | 1 | 1 | -8 | i | 1
O=C(CCS(=O)(=O)c1ccc(Br)s1)NCc1ccccc1 | / | 19 | 5 | 2 | 3 | -3 | 7 | 7 | i | 0
CCCN(CCC)CC(=O)Nc1cccc2c1OCO2 | / | 21 | -9 | -3 | -18 | 1 | 4 | -1 | i | 1
CCCCC[C@H](O)/C=C/C1=C(CCCCCCC(=O)O)C(=O)CC1 | -6 | 19 | 4 | -7 | -16 | -4 | 2 | -6 | i | -1
Cc1cc(C(F)(F)F)n2nc(-c3cnn(C)c3C(F)(F)F)cc2n1 | 1 | 22 | 2 | -7 | -18 | 4 | -1 | 0 | i | 2
Cc1cccc(NC(=O)c2ccc(S(=O)(=O)N3CCOCC3)cc2)c1C | 1 | 12 | 2 | -3 | -2 | -1 | 4 | -3 | i | 4
CCOC(=O)c1c(NC(=O)C2CCCO2)sc(C(N)=O)c1C (centres undefined) | 6 | 20 | -2 | -16 | -6 | -8 | 5 | -2 | i | 2
COC(=O)C1=C(C)N(Cc2ccccc2)C(=O)N[C@H]1c1ccco1 | -1 | 17 | -11 | 0 | -2 | 0 | / | -10 | i | 0
O=C(CCSCCc1ccccn1)Nc1ccc(Cc2ccncc2)cc1 | 2 | 12 | 1 | 8 | 8 | 0 | 1 | -1 | i | 1
Cc1cc(-c2ccccc2)nc2cc(C(=O)OC(C)C)nn12 | -2 | 32 | -2 | -7 | -3 | -4 | 0 | 14 | i | 1
CCCC(C(=O)NCCC(C)C)N(Cc1ccc(OC)cc1)C(=O)c1snc(C(N)=O)c1N (centres undefined) | -2 | 34 | -7 | 7 | 6 | 1 | -8 | -6 | i | 0
Fc1cccc(Cn2cc(C(=S)N3CCOCC3)c3ccccc32)c1 | 0 | -29 | -5 | 6 | 18 | -1 | 2 | -1 | i | 3
Cc1ccc(S(=O)(=O)NCCc2cc3ccc(C)cc3[nH]c2=O)cc1 | 1 | 25 | -1 | -1 | 13 | 0 | -3 | -2 | i | -4
Cc1cc(C)c(C)c(OCC(=O)N2CCCCCC2)c1 | -1 | 16 | -1 | 2 | -15 | 5 | 7 | 0 | i | -4
O=C(CCc1ccc(S(=O)(=O)NCCc2ccccc2)cc1)NCc1ccco1 | -5 | -16 | 3 | 20 | 7 | -13 | 7 | 4 | i | 3
CC(C)c1nnc(NC(=O)c2nc(S(=O)(=O)Cc3ccccc3)ncc2Cl)s1 | / | -22 | / | -86* | -87 | -17 | 8 | -1 | i | -1
COCCCN1CN=C(NS(=O)(=O)c2ccc(C)cc2)NC1 | -3 | / | 0 | 0 | 8 | 3 | 2 | -4 | i | /
O=C(N[C@@H](Cc1ccc(O)cc1)C(=O)O)C(c1ccccc1)c1ccccc1 | -4 | 2 | 4 | -1 | -23 | -1 | 6 | 11 | i | -1
CCC(OC(=O)c1cccs1)C(=O)NC1CCCCC1 (centres undefined) | 0 | 21 | 7 | 2 | -3 | 3 | -1 | -4 | i | -2
CCCn1c(SC(C)C(=O)NCC2CCCO2)nc2sc3c(c2c1=O)CCC3 (centres undefined) | -2 | 9 | -9 | 1 | -2 | 14 | / | -8 | i | 4
O=C(CCN1CCCCC1)Nc1cccc(Br)c1 | 0 | 14 | 4 | 3 | 6 | -3 | -1 | 1 | i | -2
COc1ccc(Cn2ccnc2SCC(=O)NC2CCCCC2)cc1 | -3 | 11 | -2 | -2 | -3 | -1 | -4 | 1 | / | 3
CC(/C=N/n1cnnc1)=C\c1ccco1 | 0 | 21 | 3 | -1 | -9 | 14 | 1 | -3 | i | 0
NCCCC[C@H]1CNC(=S)N1CCc1cc(C(F)(F)F)cc(C(F)(F)F)c1 | / | 9 | -1 | -1 | -11 | 10 | 9 | 4 | i | -3
COc1ccc(C(=O)N/C(=C\c2cn(S(=O)(=O)N(C)C)c3ccccc23)C(=O)NCCCn2ccnc2)cc1 | -1 | 6 | 4 | -1 | -1 | 17 | 4 | 0 | i | -3
CN1CCN(c2nc3c(c(=O)n(C)c(=O)n3C)n2CC(=O)C23CC4CC(CC(C4)C2)C3)CC1 | -3 | -4 | -5 | -6 | 2 | -9 | 0 | 2 | i | 6
CCOc1ccc(S(=O)(=O)NNC(=S)Nc2ccc(Br)cc2)cc1 | -3 | 13 | 3 | 87 | 113* | -18 | 2 | 2 | i | -5
Cc1ccc(S(=O)(=O)Nc2cccc(C(=O)N3CCOCC3)c2)c(C)c1NS(C)(=O)=O | -1 | / | 0 | -41 | -53 | -2 | -1 | / | i | -3
CCOC(=O)COc1cc([N+](=O)[O-])cc2cccnc12 | 0 | 29 | 1 | -3 | 1 | -3 | 2 | 3 | i | -3
Cc1ccc(S(=O)(=O)NC(CC(=O)NCC2CCCO2)c2ccco2)cc1 (centres undefined) | -3 | 26 | 5 | -4 | 11 | 5 | -3 | 8 | i | -1
O=C(Nc1nc2ccc(F)cc2s1)Oc1ccccc1 | -4 | 12 | 8 | 0 | 2 | 4 | -1 | 5 | i | 6
COc1ccc(Cc2c(O)nc(SCC(=O)N3CCCCCC3)[nH]c2=O)cc1 | -1 | 13 | -1 | 7 | 0 | 10 | -1 | 2 | i | 2
COc1ccc(N2CCN(S(=O)(=O)CCNC(=O)CCCc3ccccc3)CC2)cc1 | -1 | 10 | -5 | 0 | 6 | / | / | -9 | i | 1
Cc1ccc(C(C(=O)NC2CCCCC2)N2CCC3(CC2)OCCO3)cc1 (centres undefined) | -1 | 2 | -4 | 4 | -8 | -6 | -1 | -4 | i | 3
COc1ccc(/C=C/C(=O)NC(=S)NNC(=O)c2cc(OC)c(OC)c(OC)c2)cc1OC | -3 | 29 | 1 | 7 | 20 | -1 | 3 | / | i | 1
Cc1nn(CCN)c(C)c1Cl | -2 | 24 | 2 | -3 | 2 | 1 | 1 | -2 | i | 0
CCOC(=O)c1ccccc1NC(=O)c1cncc(Br)c1 | / | 20 | / | -7 | 0 | 0 | 3 | 1 | i | 3
CN(C)CC(C)(C)CNCc1cc(=O)oc2ccc3ccccc3c12 | 1 | 9 | -6 | -4 | -2 | -11 | 1 | 2 | i | -2
O=C(NC(=S)Nc1ccc(S(=O)(=O)Nc2nccs2)cc1)c1cccc(F)c1 | 1 | 26 | 2 | 1 | 3 | 0 | -1 | -2 | i | 2
CN(C)N=Nc1ccc2nc[nH]c2c1 | 8 | 15 | 4 | -8 | 4 | -7 | 0 | 0 | i | 3
CC1(C)CC(=O)C2=C(C1)Nc1cc3c(cc1C2c1ccc2c(c1)OCO2)OCO3 (centres undefined) | / | 15 | 10 | 29 | 62* | 0 | -3 | 9 | / | 1
CC1CCC2(CC1)NC(=O)N(CC(=O)NC(=O)NC1CCCC1)C2=O (centres undefined) | -5 | 7 | 3 | -8 | 2 | 2 | 6 | -8 | i | 0
COCCNC(=O)c1ccccc1NS(=O)(=O)c1ccc(Br)s1 | 0 | 0 | -1 | -7 | -8 | -2 | 2 | -5 | i | 1
O=C(OCCC1Oc2cccnc2NC1=O)c1ccc(Cl)cc1 (centres undefined) | -6 | -49 | -2 | 9 | 6 | -5 | 5 | 1 | i | 0
C[C@H](NC(=O)N1CCn2c1nc1ccccc12)C(=O)NCc1ccc2c(c1)OCO2 | -8 | -21 | -9 | 22 | 40 | 3 | -3 | -3 | i | 3
CCN(CCN1CCCC1)C(=O)c1cc(COc2ccccc2SC)on1 | / | 20 | 10 | -3 | -13 | -2 | -6 | -3 | i | 3
Cc1c(NC(=O)CSc2nnnn2C)c(=O)n(-c2ccccc2)n1C | 1 | 17 | 0 | 0 | 4 | 0 | 0 | 1 | i | 0

4 structures out of the list, ordered by formula weight, largest number first:
compound | GSK3 alpha inh | AI-2 QS mod | HDAC3 inh | HSF1 inh | HSF-1 act | Platelet DG rel | HSP90 inh | DYRK1A inh | PolyA inh | GSK3beta inhib
CCCn1c(SC(C)C(=O)NCC2CCCO2)nc2sc3c(c2c1=O)CCC3 (centres undefined) | -2 | 9 | -9 | 1 | -2 | 14 | / | -8 | i | 4
O=C(CCSCCc1ccccn1)Nc1ccc(Cc2ccncc2)cc1 | 2 | 12 | 1 | 8 | 8 | 0 | 1 | -1 | i | 1
CCC(OC(=O)c1cccs1)C(=O)NC1CCCCC1 (centres undefined) | 0 | 21 | 7 | 2 | -3 | 3 | -1 | -4 | i | -2
Cc1cc(C)c(C)c(OCC(=O)N2CCCCCC2)c1 | -1 | 16 | -1 | 2 | -15 | 5 | 7 | 0 | i | -4

Not a retest: an excerpt of the list.
compound | GSK3 alpha inh | AI-2 QS mod | HDAC3 inh | HSF1 inh | HSF-1 act | Platelet DG rel | HSP90 inh | DYRK1A inh | PolyA inh | GSK3beta inhib
CCC(OC(=O)c1cccs1)C(=O)NC1CCCCC1 (centres undefined) | 0 | 21 | 7 | 2 | -3 | 3 | -1 | -4 | i | -2
CCCn1c(SC(C)C(=O)NCC2CCCO2)nc2sc3c(c2c1=O)CCC3 (centres undefined) | -2 | 9 | -9 | 1 | -2 | 14 | / | -8 | i | 4

(cont.)
compound | GSK3 alpha inh | AI-2 QS mod | HDAC3 inh | HSF1 inh | HSF-1 act | Platelet DG rel | HSP90 inh | DYRK1A inh | PolyA inh | GSK3beta inhib
CCSc1oc(-c2ccco2)nc1S(=O)(=O)c1ccc(F)cc1 | -1 | 3 | -2 | 8 | 10 | 4 | 0 | 3 | i | 2
O=C(CCCN1C(=O)C2CC=CCC2C1=O)Nc1ccccc1Cl (centres undefined) | 0 | -2 | 0 | 3 | 19 | 17 | 1 | -3 | i | 3
Nc1cc(C(=O)O)ccc1N1CCCCCC1 | -5 | 32 | / | 3 | -7 | 4 | 1 | -2 | i | 1
CN(C)/C=C(/C(=O)c1ccccc1)S(=O)(=O)c1ccc(Cl)cc1 | -2 | 6 | -1 | 3 | -5 | -2 | 0 | 0 | i | 1
COc1ccc(NC(=O)COC(=O)c2ccc(F)cc2F)cc1 | 0 | -17 | 0 | 2 | 26 | -11 | 4 | / | i | 0
COC(=O)C1C(=O)/C(=C(/C)N2CCCC2)C(=O)CC1(C)C (centres undefined) | -3 | 3 | 10 | 0 | -11 | -9 | -2 | / | i | -3
